# GSIS activator = GLuc luminescence reporter in INS-1E cells, primary screen for activators of glucose-dependent secretion of insulin; INS-1E GLuc reporter insulin secretion, 2-3 h; activation, % at 16.6 µM; actives 0.61% (n = 370,000);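 active = lowest replicate activation of at least 40%, so every replicate reaches that level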;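 also: 0% = median of neutral control wells and 100% = median of IBMX positive control wells; some compounds called inactive have numbers as strong as hits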
# PAX8 inh HTS = PAX8 transcriptional activity inhibition; RMG-I TPO-luciferase reporter, SteadyGlo, 24 h; inhibition, % at 12.6 µM; actives 1.2% (n = 360,000);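 active = mean replicate inhibition at least 60% with every replicate also reaching 60%; inconclusive = only one of the two criteria is met; inactive = mean below 60% and not all replicates reaching 60%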;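 also: luciferase light reporting Pax8 driven TPO promoter activity; plate controls were median of neutral control wells for no effect and mitoxantrone controls for full effect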
# EWS-Fli inh = inhibitors of EWS/Fli oncoprotein transcriptional activity; inhibition, % at 12.6 µM; actives 0.67% (n = 350,000); A673 NR0B1-luciferase reporter, viability-normalised;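 active = mean inhibition of at least 50% after viability correction, with every replicate also passing that limit; inconclusive = mean reaches 50% but only one of two replicates passes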;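 also: firefly luciferase signal divided by Alamar Blue viability fluorescence both relative to DMSO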
# DENV2 CPE = protects cells from dengue virus 2 cytopathic effect. DENV2-infected cells, cytopathic effect rescue, plate reader. AID 651640. actives 1.7% (n = 350,000). CPE inhibition, % at 9.99 µM; in the data active = CPE inhibition above about 20%, passing the limit was not always enough; inconclusive = no clear call, values can overlap the other calls; tested in BHK-21 cells;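 also: 0% = median of neutral control wells and 100% = median of positive control wells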
# XiGFP reactiv = activators of X-chromosome reactivation in mouse fibroblasts; XiGFP mouse fibroblasts, % GFP-positive cells imaging, 3 d; cells co-treated with 5-aza-dC sensitizer; scaled so ellipticine positive control = 100%; activation, % at 7.58 µM; actives 0.055% (n = 360,000); AID 743238;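 active = mean normalized replicate activation at least 10% and every replicate at or above 10%; inconclusive = only one of the two criteria met; inactive = mean below 10% and not all replicates reach 10%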;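 also: 0% = median of on-plate neutral control wells and 100% = ellipticine 6 µM median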
#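 System: 68-5-11 XiGFP fibroblast line | Buffer or medium: DMEM containing 5-aza-dC | Compound: Single point | Times: Compounds 3 days, fix/stain 15 min at room temperature | Benchmarks: Positive control ellipticine, 6 µM final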
# F508del corr = CFTR F508del correction in bronchial cells; activity (quench increase), % at 7.58 µM; CFBE cells, YFP halide quenching; stimulated with forskolin plus potentiator P3; % fluorescence drop versus neutral controls; actives 0.36% (n = 350,000);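 active = mean added fluorescence quench of at least 8% versus neutral control, with both replicates also reaching 8%; inconclusive = only one of the mean or replicate conditions met; inactive = mean below 8% and not both replicates reaching 8%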;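 also: cells transiently co-express mutant CFTR-F508del with the halide-sensitive YFP; corrector assay measuring rescue of mutant channel to the surface after 24 h compound exposure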
# ARNT-TACC3 inh = ARNT/TACC3 interaction disruption | inhibition, % at 9.99 µM | actives 0.66% (n = 390,000) | AlphaScreen His-ARNT PAS-B/GST-TACC3 binding, luminescence; TACC3 fragment carries E629A point mutation | AID 623870 | Q9Y6A5;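 active = mean inhibition of replicates at least 50% and at least half of replicates each reaching 50%; inconclusive = half or more replicates reach 50% but mean below 50%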;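 also: 0% = complete ARNT plus TACC3 wells and 100% = ARNT alone without TACC3; many hits fall short of the cut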
# ERp5 inh = blocks human ERp5 reductase activity on insulin | ERp5 insulin aggregation, absorbance 650 nm, 90 min | inhibition, % at 9.99 µM | actives 0.05% (n = 350,000) | Q15084;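 active = mean replicate inhibition above about 25%, with every replicate also reaching it, limit read from the data, passing the limit was not always enough; inconclusive = only one of those two criteria met; inactive = neither criterion met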
# Target sequence (Q15084 whole entry, looked up): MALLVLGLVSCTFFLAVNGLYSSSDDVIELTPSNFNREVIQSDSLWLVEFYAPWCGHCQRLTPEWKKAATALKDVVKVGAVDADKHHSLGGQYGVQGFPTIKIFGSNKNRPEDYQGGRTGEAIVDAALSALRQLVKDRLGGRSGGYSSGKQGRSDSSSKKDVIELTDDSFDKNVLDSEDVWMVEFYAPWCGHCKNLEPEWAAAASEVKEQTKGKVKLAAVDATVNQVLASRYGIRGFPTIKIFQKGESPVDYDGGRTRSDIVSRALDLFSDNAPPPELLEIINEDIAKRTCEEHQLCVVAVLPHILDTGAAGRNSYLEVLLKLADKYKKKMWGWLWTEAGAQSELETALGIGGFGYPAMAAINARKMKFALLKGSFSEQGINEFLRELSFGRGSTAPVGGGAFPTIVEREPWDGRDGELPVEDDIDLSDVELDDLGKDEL
# The depositor's hits bear a star; ? = inconclusive; . = no result given.
SMILES	GSIS activator	PAX8 inh HTS	EWS-Fli inh	DENV2 CPE	XiGFP reactiv	F508del corr	ARNT-TACC3 inh	ERp5 inh
CCN1CCN(C(=O)CN2C(=O)c3ccccc3S2(=O)=O)CC1	22	-87	-43	-6	0.0	0.3	-1	-3
Oc1ccc2ccccc2c1-c1sc(Nc2ccccc2)n[n+]1-c1ccc(F)cc1	.	13	4	-12	0.0	2.7	0	3
C[C@H](NC(=O)C[C@@H]1CC[C@H]2[C@@H](COC[C@@H](O)CN2C(=O)Nc2cccc(Cl)c2)O1)c1ccccc1	-26	30	-18	.	0.2	-2.2	18	.
CCCCNC(=S)Nc1cccc2cnccc12	-10	27	17	-6	0.1	-5.9	.	-5
COc1ccc(OC)c(S(=O)(=O)N/N=C\c2ccc3c(c2)OCO3)c1	12	-77	-77	0	0.0	-5.6	-3	9
Cc1onc(C(=O)NN)c1C(=O)Nc1ncc(C(F)(F)F)cc1Cl	-4	-12	2	-2	0.0	-1.1	5	-1
CCOc1ccc(N(CC(=O)NCCSCc2ccccc2)S(=O)(=O)c2ccccc2)cc1	-51	20	13	-5	0.7	2.0	-1	-3
CO[C@@H]1CN(C)C(=O)c2ccc(NS(=O)(=O)c3cn(C)cn3)cc2OC[C@@H](C)N(C)C[C@H]1C	21	-6	-3	10	0.3	-4.3	-2	2
C=CCc1ccc(OCCCCNC(C)CC)c(OC)c1 (stereo not drawn)	21	19	.	.	0.0	.	33	.
COc1ccccc1S(=O)(=O)N[C@H]1C=C[C@H](CC(=O)NCc2cc(F)cc(F)c2)O[C@@H]1CO	12	-2	0	?	-0.5	2.9	-5	-1
O=c1oc2ccccc2c2c1ccc1ccccc12	32	-38	-7	-5	-0.1	-2.5	6	0
C/C=C/c1ccc2c(c1)O[C@H](CN(C)Cc1ccccn1)[C@H](C)CN([C@H](C)CO)S2(=O)=O	7	2	14	-3	0.5	4.1	15	1
Cc1ccc(CNC(=O)C2CCC(=O)N2Cc2ccccc2Cl)cc1 (stereo not drawn)	-9	-8	7	-2	0.0	1.2	-6	0
O=C(c1ccc2c(c1)OCO2)N1C[C@@H]2N[C@H](C1)C2c1ccc(-c2ccncc2)cc1 (stereo partly drawn)	-16	11	0	-1	0.0	-1.1	.	-1
CCn1c(=NC(=O)c2cccc(N3C(=O)CCC3=O)c2)sc2c(C)ccc(OC)c21	.	-34	-11	-1	0.1	0.1	0	1
COc1ccccc1NC(=O)N1C[C@@H](O)COC[C@@H]2O[C@H](CC(=O)NCc3ccccc3)CC[C@H]21	8	5	7	5	0.0	-0.4	3	-5
C[C@@H]1CCCCO[C@H](CN(C)Cc2ccccc2)[C@@H](C)CN([C@H](C)CO)C(=O)c2cc(NC(=O)Nc3cccc4ccccc34)ccc2O1	-13	-4	2	15	0.1	-5.0	1	-1
CC[n+]1c(/C=C(\C)OC)sc2ccccc21	-20	-12	6	-6	0.0	-0.3	6	-2
Cc1ccc(-c2cc(-c3ccccc3)nc(N)c2C#N)o1	14	5	8	-4	-0.1	1.6	3	8
O=C1CC(c2ccc(Cl)cc2)n2nc(N3C(=O)CCC3=O)nc2N1 (stereo not drawn)	-6	.	6	-1	.	-0.1	0	-4
COc1ccc2c(=O)c3ccccc3oc2c1	.	.	-110	?	.	-1.1	-5	2
COc1ccccc1P(=O)(Cc1ccccc1[N+](=O)[O-])c1ccccc1 (stereo not drawn)	.	-11	4	4	0.3	6.0	.	3
COc1ccc(/C=C2\SC(=S)N(CCCC(=O)Nc3cccc(C(=O)O)c3)C2=O)cc1OC	8	-4	.	?	0.1	-0.5	3	1
O=C(C[C@@H]1C[C@@H]2c3cc(NC(=O)NC4CCCC4)ccc3O[C@@H]2[C@@H](CO)O1)NCc1cc(F)ccc1F	-3	4	6	-9	-0.1	-3.6	-6	.

# A few values from the entries so far:
# Result for COc1ccccc1P(=O)(Cc1ccccc1[N+](=O)[O-])c1ccccc1 (stereo not drawn) in F508del corr: 6.0
# Result for Cc1ccc(CNC(=O)C2CCC(=O)N2Cc2ccccc2Cl)cc1 (stereo not drawn) in F508del corr: 1.2
# Result for C=CCc1ccc(OCCCCNC(C)CC)c(OC)c1 (stereo not drawn) in GSIS activator: 21

# (further entries)
SMILES	GSIS activator	PAX8 inh HTS	EWS-Fli inh	DENV2 CPE	XiGFP reactiv	F508del corr	ARNT-TACC3 inh	ERp5 inh
Cc1cc(C)cc(C(=O)NCC(=O)OCN2C(=O)c3ccccc3C2=O)c1	30	-6	3	-4	-0.1	0.8	-1	4
CC1CCC(NC(=O)COC(=O)CSc2ccc(C(N)=O)cc2[N+](=O)[O-])CC1 (stereo not drawn)	24	11	-3	0	0.2	1.6	-2	-1
CC1COC(=C2C(=O)OCC2C)C1 (stereo not drawn)	0	.	-5	0	0.3	-3.3	.	-1
CCN(CCn1cccn1)C(=O)c1cc(COc2ccc(F)c(F)c2)on1	6	-62	-52	6	0.0	-1.9	-3	-2
Cc1noc(C)c1NC(=O)N(C)C[C@@H]1Oc2c(NC(=O)NC3CCCCC3)cccc2C(=O)N([C@H](C)CO)C[C@@H]1C	13	.	-4	-2	-0.2	1.3	-5	5
C=CCN1C=C2C(=O)C(C)(OC(=O)CCC(=O)OC)C(=O)C=C2C=C1C1CC1 (stereo not drawn)	0	-18	1	50*	0.1	-0.3	3	3
COc1ccc(C#Cc2ccc([C@@H]3[C@@H](CO)N4CCCCN(C(=O)Nc5ccc(F)cc5)C[C@@H]34)cc2)cc1	4	-7	.	-12	-0.1	1.7	31	0
COc1ccc(C#Cc2ccc3c(c2)[C@@H]2[C@@H](CCN2C(=O)c2cccc(F)c2)[C@@H](CO)N3)cc1	14	10	-7	-5	0.0	8.7*	-2	2
CC(=O)Oc1ccc(-c2nc3cc(Cl)ccc3c(=O)o2)cc1	-13	-6	14	2	0.3	0.0	-6	3
CC1CC(C)CN(C(=O)Cn2nnc(-c3ccccc3)n2)C1 (stereo not drawn)	-18	12	4	-5	0.3	0.6	-10	2
Cn1c(SCC(=O)N2CCN(S(=O)(=O)c3ccccc3)CC2)nc2ccccc21	.	.	12	3	.	-2.9	-2	-4
CN(C)C(=O)[C@@H]1[C@@H](CO)[C@@H]2Cn3c(ccc(C4=CCCC4)c3=O)[C@H]1N2Cc1ccccn1	7	-8	-3	-7	0.1	0.0	.	-3
C[C@H](O)[C@@H]1CN2CCc3c([nH]c4ccccc34)[C@@H]2C[C@@H]1N(C)C(=O)Nc1ccc(F)cc1	-30	37	12	?	-0.1	-0.5	.	1
Cc1ccc(-c2ccc3c(c2)O[C@H](CN(C)C(=O)C2CCCCC2)[C@@H](C)CN([C@H](C)CO)S3(=O)=O)cc1	1	.	43	.	-0.1	-0.1	.	.
C[C@@H]1CN([C@@H](C)CO)C(=O)c2cc(NC(=O)CCC(F)(F)F)ccc2O[C@@H]1CN(C)Cc1ccc(Oc2ccccc2)cc1	-30	.	9	-7	1.3	1.4	1	-6
CCCCOc1ccc(OCCCN2CCOCC2)cc1	-3	-14	-10	14	-0.1	-2.1	1	-9
Oc1ccc(C(c2nnnn2CCc2ccccc2)N2CCN(c3nc4ccccc4s3)CC2)cc1 (stereo not drawn)	-26	10	10	-3	0.1	2.5	0	-1
CCC(=O)N(C)C[C@@H]1Oc2cc(C#CC(C)(C)O)ccc2S(=O)(=O)N([C@H](C)CO)C[C@@H]1C	8	.	-8	1	-0.1	-3.2	-1	6
Cc1nnc(SCC(=O)O)o1	12	-1	0	15	0.0	0.4	-11	-1
Cc1ccc(S(=O)(=O)N[C@@H]2CC[C@@H](CCNC(=O)C3CCC3)O[C@H]2CO)cc1	3	12	4	-6	-0.2	0.2	-6	5
COc1ccc2[nH]c(CN3CCN(CCC(C)C)C(CCO)C3)c(C)c2c1 (stereo not drawn)	-10	17	4	4	-0.7	0.2	7	-1
CCOc1ccc(C(=O)c2ccc([N+](=O)[O-])cc2Cl)cc1	-21	-7	-2	5	0.0	-2.5	.	3
CC(=O)Nc1ccc(S(=O)(=O)Nc2nc3ccccc3nc2Nc2cccc(O)c2)cc1	5	-2	1	-1	1.6	0.5	-9	-3
Cc1ccc2c(c1)N(CC(=O)N1CCN(c3ccccc3)CC1)C(=O)C(C)O2 (stereo not drawn)	-15	13	4	-1	0.0	-2.6	-4	-5

# Four entries from above, with values under each structure:
# Results follow in this order: GSIS activator | PAX8 inh HTS | EWS-Fli inh | DENV2 CPE | XiGFP reactiv | F508del corr | ARNT-TACC3 inh | ERp5 inh
Cc1ccc2c(c1)N(CC(=O)N1CCN(c3ccccc3)CC1)C(=O)C(C)O2 (stereo not drawn)
→ -15 | 13 | 4 | -1 | 0.0 | -2.6 | -4 | -5
Cc1nnc(SCC(=O)O)o1
→ 12 | -1 | 0 | 15 | 0.0 | 0.4 | -11 | -1
CCOc1ccc(C(=O)c2ccc([N+](=O)[O-])cc2Cl)cc1
→ -21 | -7 | -2 | 5 | 0.0 | -2.5 | . | 3
C[C@H](O)[C@@H]1CN2CCc3c([nH]c4ccccc34)[C@@H]2C[C@@H]1N(C)C(=O)Nc1ccc(F)cc1
→ -30 | 37 | 12 | ? | -0.1 | -0.5 | . | 1

# (listing goes on)
SMILES	GSIS activator	PAX8 inh HTS	EWS-Fli inh	DENV2 CPE	XiGFP reactiv	F508del corr	ARNT-TACC3 inh	ERp5 inh
C[C@@H]1CN([C@@H](C)CO)C(=O)c2cc(C#CC3CCCCC3)cnc2O[C@H]1CN(C)C	-3	.	7	.	-0.2	0.0	.	.
CCCN1C[C@H](C)[C@H](OC)CN(C)C(=O)c2cc(NS(=O)(=O)c3ccccc3)ccc2OC[C@@H]1C	6	1	-4	.	0.2	1.1	.	.
C=CCNC(=S)NNC(=O)c1ccncc1	9	-3	-2	12	0.0	-2.7	-1	-13
C[C@H](CO)N1C[C@H](C)[C@@H](CN(C)C(=O)CCCN(C)C)OCc2cnnn2CCCC1=O	9	-14	-5	-15	0.4	6.5	-4	-2
O=C1CCCc2c1cc(-c1ccccc1)n2-c1ccc(O)cc1	8	-8	15	-7	0.0	.	-12	-3
CC(=O)/C(=N/Nc1ccccc1)Sc1nnc(C(O)c2ccccc2)n1-c1ccccc1 (stereo not drawn)	-20	10	-6	-7	-0.1	.	.	2
CC(C)NC(=O)CC1C(=O)NCCN1CC(c1ccccc1)c1ccccc1 (stereo not drawn)	-9	5	4	-1	0.0	1.1	3	11
CC(=O)Oc1ccc(/C=C(\NC(=O)c2ccco2)C(=O)Nc2ccc(C(C)=O)cc2)cc1	2	-51	20	6	0.2	0.9	-48	0
Cc1c(C(=O)OCC(=O)Nc2ccccc2OC(F)F)cccc1[N+](=O)[O-]	2	0	-5	13	0.0	-1.0	-6	-2
Cc1cc(C)c(S(=O)(=O)Nc2ccc(OCC(=O)O)cc2)c(C)c1	10	-5	3	8	0.1	-4.3	.	1
CCOC(=O)N1CCC(NC(=O)c2ccc(Cl)cc2)CC1	6	13	10	2	0.0	0.0	-5	-2

# Compound activity: PubChem BioAssay, Broad Institute
